Screening results from PubChem.
PPARg SRC3 recr – agonists of human PPARgamma SRC-3 coactivator recruitment. 0.26% of 200,000 active. activation, % at 8 µM. biochemical PPARgamma/SRC-3 coactivator recruitment assay; in the data active = activation above about 23%;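 note: 0% = DMSO and 100% = reference agonist; some compounds past the cut are filed as inactive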
PPARg SRC1 recr – promotes SRC-1 coactivator recruitment by human PPARgamma | P37231 | AID 631 | activation, % at 8 µM | PPARgamma-SRC-1 coactivator recruitment biochemical assay | 0.41% of 200,000 active; in the data active = activation above about 19%;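 note: 0% = DMSO and 100% = reference agonist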
bIAP inh – intestinal alkaline phosphatase (bovine) inhibition. purified bovine IAP, CDP-star luminescence, 30 min. inhibition, % at 20 µM. 190,000 tested, under 10 active. AID 1019;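 active = over 50% inhibition of intestinal alkaline phosphatase at 20 µM in the single-dose screen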
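System: Purified bovine intestinal alkaline phosphatase (IAP) enzyme | Input: IAP diluted 1/65,000,000 in the well | Also added: CDP-star chemiluminescent phosphatase substrate, 30 µM final | Dosing: 20 µM single dose | Times: Enzyme reaction for 30 min at room temperature | Detection: Luminescence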
STAT1 inh – STAT1 signaling inhibition; NIH 3T3 STAT1-luciferase reporter, IFN-gamma, luminescence; inhibition, % at 5.5 µM; 0.35% of 200,000 active; AID 920;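 active = inhibition above a set limit, the mean inhibition across all tested compounds plus 3 SD, cut at about 34% in these data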;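 note: 0% = IFN-gamma with DMSO and 100% = IFN-gamma with 300 µM nifuroxazide; values of inactives mirror those of a sister screen read the other way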
bIAP activator – increases bovine intestinal alkaline phosphatase activity. 0.17% of 200,000 active. AID 1016. activation factor at 20 µM. purified bovine IAP, CDP-star luminescence, 30 min; active compounds read high; fold of DMSO-control signal, blank-subtracted;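 active = activation factor of 2 or more at 20 µM, a signal rise over negative controls twice the positive control's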
ROMK mod – modulators of human ROMK potassium channel; 2% of 130,000 active; Tet-inducible ROMK, thallium flux fluorescence; actives lie on both sides; B-score at 10 µM; P48048; AID 1918;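 active = signal ratio slope over the read window, or its plate-corrected B-score, at least 3 SD from the plate mean, either direction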;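 note: B-score of the F/F0 ratio slope over 7 to 12 s after thallium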
Target sequence (P48048 whole entry, looked up): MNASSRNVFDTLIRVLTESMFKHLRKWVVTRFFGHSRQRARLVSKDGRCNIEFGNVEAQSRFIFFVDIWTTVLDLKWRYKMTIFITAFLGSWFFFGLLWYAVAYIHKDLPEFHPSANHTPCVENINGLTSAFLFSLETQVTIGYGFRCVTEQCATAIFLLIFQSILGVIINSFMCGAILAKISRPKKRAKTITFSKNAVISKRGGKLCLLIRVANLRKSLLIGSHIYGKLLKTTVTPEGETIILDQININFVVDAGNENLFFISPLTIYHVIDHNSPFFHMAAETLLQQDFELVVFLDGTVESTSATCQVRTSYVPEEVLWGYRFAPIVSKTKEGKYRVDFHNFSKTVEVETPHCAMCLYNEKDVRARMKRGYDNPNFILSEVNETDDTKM
TNAP act hiacc – activators of human TNAP at high phosphate acceptor concentration; purified TNAP, CDP-star luminescence, 1 M DEA, 30 min; active compounds read high; 0 = EDTA background, 1 = DMSO-only activity; activation factor at 20 µM; 200,000 tested, under 10 active;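 active = activation factor at least 2 at 20 µM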
Target sequence (P05186 whole entry, looked up): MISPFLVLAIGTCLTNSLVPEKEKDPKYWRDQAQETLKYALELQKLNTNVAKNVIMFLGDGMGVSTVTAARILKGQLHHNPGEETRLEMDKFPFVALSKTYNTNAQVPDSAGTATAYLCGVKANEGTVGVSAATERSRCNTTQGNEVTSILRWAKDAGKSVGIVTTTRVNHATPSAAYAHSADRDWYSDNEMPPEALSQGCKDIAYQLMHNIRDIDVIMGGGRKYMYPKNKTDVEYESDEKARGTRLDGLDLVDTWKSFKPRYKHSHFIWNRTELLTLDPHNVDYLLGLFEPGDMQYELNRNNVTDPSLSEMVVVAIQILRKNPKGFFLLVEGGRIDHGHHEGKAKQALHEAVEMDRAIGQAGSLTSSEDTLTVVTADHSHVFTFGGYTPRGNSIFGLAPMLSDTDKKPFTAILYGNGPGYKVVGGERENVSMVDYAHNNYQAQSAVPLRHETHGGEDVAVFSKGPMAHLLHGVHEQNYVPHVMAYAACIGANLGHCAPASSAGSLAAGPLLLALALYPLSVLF
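system = human TNAP | amount = enzyme diluted 1/800 final | reagent = 100 µM CDP-star substrate | signal = luminescent substrate turnover signal | dosing = one dose, 20 µM | benchmarks = EDTA negative control, DMSO positive control | measure = activation factor | timing = 30 min reaction, room temperature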
PPARg SRC-2 ag – promotes SRC-2 coactivator recruitment by human PPARgamma; PPARgamma LBD-SRC-2 recruitment, biochemical; activation, % at 8 µM; 0.34% of 200,000 active; AID 1032; in the data active = activation above about 22%;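 note: 0% = vehicle and 100% = reference agonist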
TR-FRET SRC-2 ct – flags TR-FRET format artefacts in PPARgamma SRC-2 recruitment agonist screen; TR-FRET artefact counter-screen; active compounds read high; TR-FRET ratio at 8 µM; 0.4% of 200,000 active; in the data active = TR-FRET ratio above about 2000; note: inactives centre near 1500
STAT3 blocker – STAT3 signaling inhibition; U3A cells, IL-6 STAT3-luciferase reporter, luminescence; host cell line lacks STAT1; inhibition, % at 5.5 µM; 0.89% of 190,000 active; AID 862;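 active = inhibition above the mean inhibition across all screened compounds plus 3 SD, cut at about 44% in these data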;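 note: 0% = DMSO only wells and 100% = 100 µM nifuroxazide control wells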
STAT3 act – STAT3 signaling activation; U3A cells, IL-6 STAT3-luciferase reporter, luminescence; 100% = signal with IL-6 EC80 alone; 0.91% of 190,000 active; AID 871; activation (% of control), % at 5.6 µM;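 active = activation above the screen-wide mean of compound activation plus 3 SD, cut at about 130% in these data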;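 note: 0% = background luminescence of wells with medium and substrate only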
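Material: STAT1-lacking human U3A cells, STAT3 luciferase reporter | Benchmarks: IL-6-only wells as 100% reference | Probe or stimulus: IL-6 (33 ng/mL) | Timing: Compound 1 h, then IL-6 6 h at 37 °C | Detection: Luminescence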
* marks the source's active call; other numbers are inactive results; . = no result given. The list is partial (hit frequency here may not be typical).

SMILES	PPARg SRC3 recr	PPARg SRC1 recr	bIAP inh	STAT1 inh	bIAP activator	ROMK mod	TNAP act hiacc	PPARg SRC-2 ag	TR-FRET SRC-2 ct	STAT3 blocker	STAT3 act
CCC(=NCCCN(CC)CC)c1c(O)n(C2CCCCC2)c(=O)[nH]c1=O	0	4	-2	1	1	-0.43	1.1	12	1688	-5	107
CCCCCCN=C(C)c1c(O)n(CCCC)c(=O)[nH]c1=O	10	-1	6	-3	0.9	.	1	-1	1404	17	89
Cc1ccc(N2C(=O)NC(=O)/C(=C/c3ccc(OC(=O)c4cccs4)cc3)C2=O)cc1	2	0	10	-3	0.9	1.3	1	6	1567	1	104
COC(=O)C1=C(N)Oc2c(c(=O)oc3ccccc23)C1c1cccnc1 (stereo not drawn)	5	4	12	0	0.9	-0.64	1	3	1634	12	90
O=C(COc1ccccc1)N1CCN(C2CCCC2)CC1	10	6	-9	10	1.1	.	1	7	1718	22	84
O=C(c1ccccc1)c1cn(CC(=O)N2CCCC2)c2ccccc12	5	-3	14	2	0.9	.	0.9	5	1696	2	106
Cc1cccc(C)c1NC(=O)c1cccn(Cc2ccc3c(c2)OC(F)(F)O3)c1=O	8	7	8	4	0.9	.	1	5	1721	13	94
CCC(=Nc1ccc(OC)cc1OC)c1c(O)[nH]c(=O)[nH]c1=O	0	5	7	-3	0.9	.	1	2	1724	-6	108
Cc1cc(C)n(CCOC(=O)C2C(C=C(Cl)Cl)C2(C)C)n1 (stereo not drawn)	9	5	0	4	1	0.8	1	-1	1513	0	102
CCCCP(=O)(O)CCC(=O)O	-1	11	-2	2	1	-0.11	1	4	1548	-6	107
O=c1cccc2n1CC1CC2CN(Cc2c(F)cccc2Cl)C1 (stereo not drawn)	-6	-4	-5	-6	1.1	-0.6	1.1	0	1405	-2	107
CC(=O)Nc1ccc(C(c2c(O)c3ccccc3oc2=O)c2c(C)n(C)n(-c3ccccc3)c2=O)cc1 (stereo not drawn)	0	8	-3	-4	1	0.25	1	-6	1383	3	100
Cc1ccc(CN2CCN(CC(=O)N3CCC4(CC3)OCCO4)C2=O)cc1	5	4	-5	2	1	0.11	1	2	1516	6	95
CCOC(=O)c1c(C)[nH]c(C(=O)C(C)N2CCCC2)c1C (stereo not drawn)	2	8	4	-5	1	-0.97	1	8	1603	11	95
CCOC(=O)c1cc(CC)sc1/N=C/C1C(=O)NC(=S)NC1=O	2	4	21	-7	0.8	0.37	1	4	1609	15	96
O=C1NC(=O)C(=Cc2ccc(-c3cc(Cl)ccc3[N+](=O)[O-])o2)C(=O)N1	6	-1	-4	1	1	0.85	1	-2	1562	10	94
CC12CC(c3ccccc3O1)C(C(=O)OCc1ccccc1)C(=O)N2 (stereo not drawn)	8	4	-5	-3	1	.	1	5	1544	9	95
COc1ccc2nc(NC(=O)CCc3nc(C4=CCN(C)CC4)no3)sc2c1	5	4	-2	5	1	.	1.1	7	1619	-5	104
O=c1[nH]c(=O)n(C2CCCCCC2)c(O)c1C=NC1CCN(Cc2ccccc2)CC1	-9	7	1	0	1	.	1.1	1	1537	12	95
COc1ccc(OCC(=O)N2CCN(CC3CC4C=CC3C4)CC2)cc1 (stereo not drawn)	5	11	-3	18	1	-0.42	1	12	1866	12	91
COP(=S)(OC)SCN1C(=O)c2ccccc2C1=O	-3	10	10	3	0.9	0.64	1	5	1568	12	92
CC1(C)Cc2c(sc3c2C(=O)NC(c2cccnc2)N3)CO1 (stereo not drawn)	-1	6	-7	0	1.1	.	1	12	1562	16	91
COP(=O)(OC)C(NC(=O)C(C)(C)C)=C(Cl)Cl	-2	-1	20	4	0.8	-0.011	1	-2	1465	-7	111
CN1CCN(c2ccc(NC(=O)C(C)(C)C)cc2)CC1	5	0	5	-2	0.9	-0.88	1	-2	1532	-6	112
CCn1c(O)c(C=Nc2cc(Cl)ccc2Cl)c(=O)n(CC)c1=O	0	-2	6	2	0.9	-0.73	1	7	1778	-13	109
Nc1ccc2nonc2c1[N+](=O)[O-]	2	5	1	-8	1	.	0.9	1	1533	13	91
Cc1ccccc1N1C(=O)NC(=O)/C(=C\c2ccc3c(c2)CCCN3Cc2ccccc2)C1=O	-2	2	6	-1	0.9	.	1	-3	1593	1	102
CC(C)OC(=O)Nc1ccc(N=C(N)N[N+](=O)[O-])cc1	4	1	-6	6	1.1	0.22	1	2	1822	10	92
C=CCn1c(O)c(C(C)=NCc2cccnc2)c(=O)[nH]c1=O	6	-5	9	-3	0.9	.	1	6	1557	1	103
CCCCOc1ccc(CCN)cc1Cl	-6	-3	25	-15	0.8	.	1	-10	1465	-5	106

An excerpt of these results, in CSV form.
Structure,PPARg SRC3 recr,PPARg SRC1 recr,bIAP inh,STAT1 inh,bIAP activator,ROMK mod,TNAP act hiacc,PPARg SRC-2 ag,TR-FRET SRC-2 ct,STAT3 blocker,STAT3 act
O=c1[nH]c(=O)n(C2CCCCCC2)c(O)c1C=NC1CCN(Cc2ccccc2)CC1,-9,7,1,0,1,.,1.1,1,1537,12,95
COc1ccc(OCC(=O)N2CCN(CC3CC4C=CC3C4)CC2)cc1 (stereo not drawn),5,11,-3,18,1,-0.42,1,12,1866,12,91
COP(=S)(OC)SCN1C(=O)c2ccccc2C1=O,-3,10,10,3,0.9,0.64,1,5,1568,12,92
CC1(C)Cc2c(sc3c2C(=O)NC(c2cccnc2)N3)CO1 (stereo not drawn),-1,6,-7,0,1.1,.,1,12,1562,16,91
COP(=O)(OC)C(NC(=O)C(C)(C)C)=C(Cl)Cl,-2,-1,20,4,0.8,-0.011,1,-2,1465,-7,111
CN1CCN(c2ccc(NC(=O)C(C)(C)C)cc2)CC1,5,0,5,-2,0.9,-0.88,1,-2,1532,-6,112
CCn1c(O)c(C=Nc2cc(Cl)ccc2Cl)c(=O)n(CC)c1=O,0,-2,6,2,0.9,-0.73,1,7,1778,-13,109
Nc1ccc2nonc2c1[N+](=O)[O-],2,5,1,-8,1,.,0.9,1,1533,13,91
Cc1ccccc1N1C(=O)NC(=O)/C(=C\c2ccc3c(c2)CCCN3Cc2ccccc2)C1=O,-2,2,6,-1,0.9,.,1,-3,1593,1,102
CC(C)OC(=O)Nc1ccc(N=C(N)N[N+](=O)[O-])cc1,4,1,-6,6,1.1,0.22,1,2,1822,10,92
C=CCn1c(O)c(C(C)=NCc2cccnc2)c(=O)[nH]c1=O,6,-5,9,-3,0.9,.,1,6,1557,1,103
CCCCOc1ccc(CCN)cc1Cl,-6,-3,25,-15,0.8,.,1,-10,1465,-5,106

The results go on.
SMILES	PPARg SRC3 recr	PPARg SRC1 recr	bIAP inh	STAT1 inh	bIAP activator	ROMK mod	TNAP act hiacc	PPARg SRC-2 ag	TR-FRET SRC-2 ct	STAT3 blocker	STAT3 act
CCC(=Nc1cc(OC)ccc1OC)c1c(O)[nH]c(=O)[nH]c1=O	-11	-5	-4	5	1	.	1.1	2	1491	-1	105
CC(=NCC1CCCO1)c1c(O)n(-c2ccc(C)cc2)c(=O)[nH]c1=O (stereo not drawn)	6	7	6	-6	0.9	0.68	1	4	1493	6	100
Cc1cc(N2CCCC2)ccc1C=C(C#N)C#N	1	10	10	0	0.9	.	0.9	11	1655	17	89
COc1ccccc1Cn1c(SCC(=O)C(C)(C)C)nc2cc(C(=O)N3CCC4(CC3)OCCO4)ccc2c1=O	2	0	2	-7	1	0.27	1	0	1591	-3	115
C=CCn1c(O)c(C(C)=NCCCN2CCOCC2)c(=O)[nH]c1=O	8	8	8	-7	0.9	.	1	-6	1422	-1	104
O=C(CCC(=O)N1CCC2(CC1)OCCO2)Nc1nnc(C(F)(F)F)s1	-7	-3	6	-1	0.9	-0.66	1	0	1508	3	100
COc1ccc(OCC#CCN2CCCCCC2)cc1	1	3	-10	-11	1.1	0.1	1	-2	1165	6	102
CC1(C)C(C(=O)NCc2ccco2)C1(C)C	6	-1	1	2	1	-0.023	1	-3	1661	1	102
CCOC(=O)C1CCN(C(C)C(=O)c2c(C)[nH]c3cc(C)ccc23)CC1 (stereo not drawn)	10	7	-10	11	1.1	-0.15	1.1	0	1721	1	101
CC(=O)Nc1cc(C(=O)N2CCC3(CC2)OCCO3)ccc1Sc1ccc(F)cc1	1	-2	-6	8	1.1	0.34	1	-4	1464	0	103
Clc1ccc2c(c1)C(c1ccccc1Cl)=NCc1nncn1-2	-6	4	11	3	0.9	-0.39	1	-1	1399	4	99
COc1ccccc1-n1c(-c2cccs2)nc2ccccc2c1=O	-4	2	-2	-2	1	.	1.1	-4	1397	3	102
O=P(C(c1ccc2c(c1)OCO2)N1CCOCC1)(N1CCOCC1)N1CCOCC1 (stereo not drawn)	12	11	1	1	1	-0.18	1	3	1682	-3	105
CC1(C)C2([N+](=O)[O-])CNCC1([N+](=O)[O-])CNC2	-10	-1	-2	0	1	0.29	1	1	1537	2	100
COc1ccccc1N1CCN(Cc2cccc(OC)c2O)CC1	-9	3	-8	1	1.1	.	1	8	1369	9	94
COc1cc2c(cc1OC)-c1c3c(cc4c1[C@@H](C2)N(C)CC4)OCO3	-4	2	17	-8	0.8	-1.2	1	-9	1529	-1	99
Cc1cccc(-n2c(/C=C/c3ccc([N+](=O)[O-])o3)nc3ccccc3c2=O)c1	-3	-9	-6	0	1.1	0.52	1	-1	1386	-8	107
CC(C)NC(=O)Cn1cc(C(=O)c2ccccc2F)c2ccccc21	7	9	15	7	0.9	.	1.1	12	1464	-5	105
Cc1cccc(NC(N)=S)c1	-8	-4	3	2	1	.	1	-10	1616	6	105
O=C1CN=C(c2ccccc2)c2oc3ccc(Br)cc3c2N1	5	1	9	-2	0.9	0.82	1	-4	1638	12	93
CC(=NCCO)c1c(O)n(C)c(=O)n(C)c1=O	7	11	11	3	0.9	0.35	1	10	1615	3	103
N=c1sc2c(n1Cc1ccccc1)CCCC2	3	9	-25	2	1.2	.	1.1	8	1564	7	99
CC(=O)N1N=C2C3CCN(CC3)C2C1c1cccc2ccccc12 (stereo not drawn)	-1	-6	4	-7	1	-0.081	1.1	1	1526	3	97
Cc1cc(OCc2nn[nH]n2)c2c3c(c(=O)oc2c1)CCCC3	-2	8	7	-5	0.9	0.088	1.1	-5	1496	2	101
COc1ccc(NC2=NC(C)(C)CS2)cc1	-2	0	4	-11	1	0.04	1.1	5	1625	-5	108
CCCCCCN=C(C)c1c(O)n(Cc2ccccc2)c(=O)[nH]c1=O	6	-1	0	-4	1	.	1.1	-5	1348	1	100
